Rat MKP-3 inhibitors = MKP-3 phosphatase inhibitors, primary screen, biochemical, rat enzyme, in vitro (AID 425). actives 0.17% (n = 110,000). inhibition, % at 20 µM, or IC50 in µM where a hit was titrated. recombinant MKP-3 phosphatase activity, fluorescence; higher % means a stronger effect. Dual specificity protein phosphatase 6 (Rattus norvegicus); in the data active = inhibition above about 50%;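 also: plate controls were vehicle for no effect and reference inhibitor for full effect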
Hsp70 inhibitors = Hsp70 inhibitors, probe displacement, primary screen, biochemical, fluorescence polarization (AID 583) | displacement, % at 20 µM, or IC50 in µM where a hit was titrated | actives 0.06% (n = 140,000) | Hsp70 fluorescence polarization probe displacement, mP; higher % means a stronger effect; in the data active = displacement above about 50%;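 also: plate controls were vehicle for no effect and reference ligand for full effect; a part of the inactive calls stands beside numbers as strong as those of hits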
Active calls of the source: *; x = no result given; & = joins results of further samples.

SMILES	Rat MKP-3 inhibitors	Hsp70 inhibitors
O=C(NC12CC3CC(CC(C3)C1)C2)C1CC(=O)N(c2ccc(Br)cc2)C1 (stereo not given)	1%	1.5%&6.4%
O=C(Cc1ccc(F)cc1)NCC1CCCO1 (stereo not given)	-2%	1.8%
CCSC1=N/C(=C\c2ccc3c(c2)OCO3)C(=O)S1	-7%	2.2%
O=C(Nc1ccc(Oc2ccccc2)cc1)C1CCN(c2ncccn2)CC1	-15%	3.2%
CCOC(=O)c1c(NC(=O)c2ccc([N+](=O)[O-])cc2)sc2c1CCCCCC2	-3%	-3.0%
COc1cccc(C2C(C(=O)Nc3ccccc3)=C(C)N=c3s/c(=C\c4ccc(N(C)C)o4)c(=O)n32)c1 (stereo not given)	-1%	-80%
O=C(Cn1cccc1)NCc1cccs1	6%	-5.8%
CCn1cnc2c1c(=O)n(CC(=O)N1CCc3ccccc31)c(=O)n2Cc1ccccc1	-10%	-1.0%
O=C(NC(=S)N1CCOCC1)c1cccs1	4%	-0.1%
O=C(c1ccco1)N(C(=O)c1ccco1)c1cc(C(F)(F)F)ccc1Cl	1%	3.3%
C=CCNC(=O)/C(=C\c1ccc(Cl)cc1)NC(=O)c1ccco1	4%	-0.6%
O=C(CCCN1C(=O)c2cccc3cccc(c23)C1=O)Nc1nc(-c2cccc([N+](=O)[O-])c2)cs1	4%	3.2%
Cc1cc(NC(=O)c2cccc3c(Br)cccc23)ccc1NC(=O)c1ccco1	2%	-2.9%
Fc1ccccc1N1CC(c2ccccc2)C(c2cccs2)=N1 (stereo not given)	4%	6.8%&0.7%
Cc1cc(C)n(-c2nc(-c3ccccc3)cs2)n1	x	1.6%
O=C(COc1ccccc1)Nc1ccc(Br)c(Cl)c1	3%	-3.4%
N#Cc1cc(Oc2cccnc2)c(Oc2cccnc2)cc1C#N	x	3.0%
O=C(NCCCN1CCOCC1)c1c(O)c2ccccc2[nH]c1=O	-10%	0.1%
COC(=O)c1cc(=O)n2c(-c3ccc(OC)cc3)csc2n1	-9%	1.2%
CC1=CCN(C(C)(C)C)CC1=O	6%	1.5%

Record cards, from the list above. Screens in order: Rat MKP-3 inhibitors | Hsp70 inhibitors
C=CCNC(=O)/C(=C\c1ccc(Cl)cc1)NC(=O)c1ccco1 is listed with 4% | -0.6%
N#Cc1cc(Oc2cccnc2)c(Oc2cccnc2)cc1C#N is listed with x | 3.0%
Fc1ccccc1N1CC(c2ccccc2)C(c2cccs2)=N1 (stereo not given) is listed with 4% | 6.8%&0.7%
Cc1cc(C)n(-c2nc(-c3ccccc3)cs2)n1 is listed with x | 1.6%
CC1=CCN(C(C)(C)C)CC1=O is listed with 6% | 1.5%

Next section.
SMILES	Rat MKP-3 inhibitors	Hsp70 inhibitors
COc1ccc(Br)cc1/C=C/C(=O)Nc1ccc(C(C)=O)cc1	6%	-41%
CCCCc1c(O)nc(N2CCN(Cc3ccccc3)CC2)[nH]c1=O	2%	3.6%
CCC1CCc2c(sc3nc(SCC(=O)NCc4ccccc4)n(-c4ccccc4)c(=O)c23)C1 (stereo not given)	2%	-2.8%
Cc1ccc2nc(-c3cccs3)c(NC(=O)c3ccc(Cl)cc3)n2c1	4%	-3.2%
CC(=O)Nc1ccc(NC(=O)Cn2cnc3c(cnn3C(C)(C)C)c2=O)cc1	5%	4.4%
CCOC(=O)C1=C(O)/C(=C/c2ccc([N+](=O)[O-])cc2)SC1=Nc1ccc(C)cc1	1%	5.5%
COc1cc(C=NN2CCN(c3ccccn3)CC2)ccc1OCc1ccccc1	1%	5.7%
COc1ccc(Cn2c(-c3ccc(OC)cc3)nc3ccccc32)cc1	x	-2.6%
CC1CCN(C(=O)Cn2cc(C#N)c3ccccc32)CC1	x	8.4%
O=C(O)c1cccc2c1NC(c1cccc(Cl)c1Cl)C1CC=CC21 (stereo not given)	28%	10%
Cc1ccc2[nH]c(CCN(C)C)c(CC#N)c2c1	11%	1.8%
COc1ccccc1S(=O)(=O)Cc1ccc(C(=O)NC(C)c2ccc3c(c2)OCCO3)o1 (stereo not given)	-4%	0.4%
CCn1cc(C2=NC(C)(C)CO2)c2ccccc21	x	3.2%
CCn1c(SCC(=O)Nc2ccc3c(c2)OCO3)nnc1-c1cnccn1	-1%	-0.7%
C#CC1(O)CC(C)N(C)C(C)C1 (stereo not given)	1%	2.0%
Fc1ccc(Cl)cc1/C=N/n1cnnc1SCc1ccccc1	x	2.1%
COc1cccc(C2CC(c3ccc(Cl)cc3)Nc3nc(N)nn32)c1 (stereo not given)	2%	4.5%
O=C(COc1ccccc1)Nc1ccc2nn(-c3ccc(Cl)cc3)nc2c1	2%	-1.3%
Cc1cc(C)n(-c2nc3ccccc3c(=O)n2OCc2ccc(F)cc2)n1	-4%	-3.0%
CC(C)NC(=S)NNC(=O)C12CC3CC(CC(C3)C1)C2	x	-0.6%

Quoted from the listing.
Reading for Fc1ccc(Cl)cc1/C=N/n1cnnc1SCc1ccccc1 under Hsp70 inhibitors: 2.1%
Reading for CC(C)NC(=S)NNC(=O)C12CC3CC(CC(C3)C1)C2 under Hsp70 inhibitors: -0.6%

(cont.)
SMILES	Rat MKP-3 inhibitors	Hsp70 inhibitors
Cc1ccnc(NC(=O)c2cc(-n3cnnc3)ccc2Cl)c1	x	5.0%
CCCC(=O)Nc1ccc(Cl)c(NC(=O)C(C)(C)C)c1	-16%	-1.5%
COc1ccccc1Nc1nc(N)nc(CSc2ncccn2)n1	-5%	3.3%
CCOc1ccc(N2C(=O)CC(SC(=NC)Nc3ccc4c(c3)OCO4)C2=O)cc1 (stereo not given)	3%	-3.7%
O=[N+]([O-])c1ccc(OCC(O)Cn2cnc3ccccc32)cc1 (stereo not given)	4%	-0.7%
COc1cccc(CN2CCN(Cc3cccnc3)CC2)c1	1%	-0.2%
CCOC(=O)N1CCN(c2cc(=O)n(-c3ccc(OC)cc3)c(=O)[nH]2)CC1	-7%	-11%
O=C1c2ccc(S(=O)(=O)c3ccc4c(c3)C(=O)N(c3nccs3)C4=O)cc2C(=O)N1c1nccs1	4%	-0.7%
Cn1c(COc2ccc3ccccc3c2)nnc1SCC(N)=O	-6%	2.6%
Cc1ccc(C(=O)O/N=C(\N)c2cccnc2)cc1[N+](=O)[O-]	3%	6.3%

A second format for part of the listing above:
Rat MKP-3 inhibitors	Hsp70 inhibitors	canonical_smiles
-16%	-1.5%	CCCC(=O)Nc1ccc(Cl)c(NC(=O)C(C)(C)C)c1
-5%	3.3%	COc1ccccc1Nc1nc(N)nc(CSc2ncccn2)n1
3%	-3.7%	CCOc1ccc(N2C(=O)CC(SC(=NC)Nc3ccc4c(c3)OCO4)C2=O)cc1 (stereo not given)
4%	-0.7%	O=[N+]([O-])c1ccc(OCC(O)Cn2cnc3ccccc32)cc1 (stereo not given)

The listing continues:
SMILES	Rat MKP-3 inhibitors	Hsp70 inhibitors
CCOc1ccc(N2C(=O)c3cccnc3C2Nc2ccc(C)cc2)cc1 (stereo not given)	10%	3.9%
CCOC(=O)c1c(C)c(C(=O)NC(C)COC)c(C)n1CC (stereo not given)	-8%	5.3%
O=C(CNC(=O)OCc1ccccc1)NCC(=O)N1CCCC1C(=O)OCc1ccccc1 (stereo not given)	x	6.2%
COc1ccc(/C=N/n2cc(-c3ccc(Cl)cc3)nc2N)cc1	0%	-3.9%
COc1ccc2sc(NC(=O)c3ccco3)nc2c1	0%	1.3%
O=C(CCn1c(=O)oc2ccccc21)N1CCCCCC1	1%	-0.3%
Cc1ccc(S(=O)(=O)/N=C2\C=C(n3cnc4ccccc43)C(=O)c3ccccc32)cc1	37%	10%
CCOc1ccc(C(=O)Nc2ccc(N3CCOCC3)cc2)cc1Cl	2%	4.0%
CC(=O)Nc1ccc2nc(-c3ccc4nc(NC(C)=O)sc4c3)[nH]c2c1	1%	0.9%
COc1ccc(NC(=O)CC2CCCCC2)cc1OC	-6%	-0.5%
C=COCCNC(=O)C(=O)Nc1ccc(OC)cc1	1%	0.0%
COCCNc1nnc(SCC(=O)N2CCN(S(=O)(=O)c3ccccc3)CC2)s1	-2%	-1.7%
CC(=O)Nc1ccc2ccccc2c1	x	1.0%
COC(=O)CN(c1cccc(Br)c1)S(C)(=O)=O	-1%	-0.6%
Cc1cc(C)cc(N2CC(c3nc4ccccc4n3C)CC2=O)c1 (stereo not given)	2%	-3.3%
CC1(C)CC(=O)C=C(NCCN2CCN(C(=S)Nc3ccccc3)CC2)C1	1%	-1.4%
COCCn1c(SCc2cccnc2)nnc1-c1ccco1	-4%	0.8%
O=C(CCc1ccc(CCC(=O)c2cccs2)s1)c1cccs1	2%	-6.1%
O=C(CCCN1C(=O)/C(=C\c2ccc(F)cc2)SC1=S)Nc1ccccc1O	3%	-4.2%
Cc1ccc(NC(=O)N(Cc2ccco2)C(C)c2ccco2)cc1C (stereo not given)	2%	2.7%
O=C(O)COc1ccc2c(c1)CCCC2	4%	-1.4%
C=CCN1C(=O)/C(=C\c2ccc(-c3ccc(C(=O)OCC)cc3)o2)C(=O)NC1=S	9%	-8.1%
COc1cccc(-c2cc(C(=O)Nc3sc(C)c(C)c3C(N)=O)c3ccccc3n2)c1	4%	1.1%
O=C(Nc1nc2ccccc2n1CCN1CCCC1)C1CCCCC1	-8%	1.7%
CS(=O)(=O)N(CC(=O)N1CCN(Cc2ccc3c(c2)OCO3)CC1)c1ccc2c(c1)OCO2	-14%	2.9%
COc1cccc(C(=O)N2CCN(Cc3ccc(SC)cc3)CC2)c1	1%	0.8%
C=CCNc1nc(C2(C)CC3(CC(C)OC3=O)C(=O)O2)cs1 (stereo not given)	-3%	-5.9%
O=C(O)CSCC(=O)Nc1ccc(C2CCCCC2)cc1	x	8.9%
COC(=O)c1cccc(NC(=O)CN2CCN(Cc3ccccc3)CC2)c1	0%	-2.3%
NC(=O)CS(=O)(=O)c1nc2ccccc2n1Cc1ccccc1F	x	7.5%
COc1ccc(NC(=O)c2cc(-c3cc(C)cc(C)c3O)n[nH]2)cc1Cl	-10%	-0.5%
O=C(CC(c1ccccc1)c1ccccc1O)N1CCCC1 (stereo not given)	x	-1.8%
COc1ccc2c(c1OC)C(=O)N(c1ccccn1)C2	-7%	3.3%
CCN(CC)c1ccc(C(=O)N2CCN(Cc3ccccc3)CC2)cc1	3%	-0.9%
CN(C(=O)CSc1nc(-c2ccccc2)cn1N)C(c1ccccc1)c1ccccc1	x	30%
CCOC(=O)c1nc2cc3n(c(C)c-2c1C)C(C)C(CC)=C3C (stereo not given)	x	-4.2%
O=[N+]([O-])c1cc2c(cc1CC1CC1(Cl)Cl)OCCO2 (stereo not given)	-3%	2.3%
O=C(Nc1ccc(NC(=O)c2ccccc2Br)cc1)c1ccccc1Br	-9%	-0.5%
Cn1c(Cn2c(=O)sc3ccccc32)nnc1SCC(=O)N1CCCc2ccccc21	-8%	2.1%
CCCCC(=O)NCCc1cc2c(C)ccc(C)c2[nH]c1=O	5%	4.3%
COc1ccc(-c2cn3c(C)c(C(=O)Nc4cc(NC(C)=O)ccc4OC)sc3n2)cc1	8%	-32%
COc1cccc(C(=O)COC(=O)C(C)N2C(=O)C3C4C=CC(C4)C3C2=O)c1 (stereo not given)	x	1.8%
O=C(CSc1nc2ccccc2s1)c1ccc(-c2ccccc2)cc1	0%	1.8%
COCCNC(=O)CN1C(=O)CC(C)(C)S(=O)(=O)c2ccccc21	-9%	2.3%
COc1ccc2c(c1)c(/C=C/c1nc3ccccc3c(=O)n1-c1cccc([N+](=O)[O-])c1)c(C)n2C	8%	0.9%
COCCN(CC(=O)NCc1ccc(F)cc1)C(=O)CCC(=O)Nc1ccccn1	-4%	4.4%
O=C(CCNc1ccc2ccccc2c1)c1ccc([N+](=O)[O-])cc1	-1%	3.7%
C=CCOC(=O)C1=C(C)NC(SCC)=C(C#N)C1c1ccc(Cl)cc1 (stereo not given)	x	-3.1%
CCOC(=O)C1=C(C)NC(=S)NC1c1cn(-c2ccccc2)nc1-c1ccccc1 (stereo not given)	1%	-6.3%
COc1cc(N=Cc2c(O)n(C)c(=O)n(C)c2=O)cc(OC)c1OC	2%	0.0%
Remaining list, next part:
SMILES	Rat MKP-3 inhibitors	Hsp70 inhibitors
Cn1c(=O)c2c(nc(CN3CCN(c4ccccc4F)CC3)n2CCN2CCOCC2)n(C)c1=O	1%	1.0%
Cc1[nH]c2ccccc2c1C(=O)CN1CCCCC1CCO (stereo not given)	-17%	-0.8%
COc1c(C)cc(S(=O)(=O)N2CCCC2)c(C)c1C	x	-1.3%
CSc1ccc(Cl)c(C(=O)OCC(=O)N2CCOCC2)c1	-6%	-2.9%
COc1ccc([N+](=O)[O-])cc1N1C(=O)C2C3c4ccccc4C(C(C)=O)(c4ccccc43)C2C1=O (stereo not given)	-3%	-1.8%
CCC(C)(C)n1nnnc1CN1CCN(c2nc3ccc(C)cc3cc2C#N)CC1	x	2.4%
CCCCOc1ccc(N/C(N)=N/c2nc(C(F)(F)F)cc(=O)[nH]2)cc1	3%	5.8%
Cc1sc2nc(SCC(=O)c3cccs3)n(Cc3ccco3)c(=O)c2c1C	-5%	6.2%
COc1ccc(C(C)(C)C)cc1S(=O)(=O)N1CCN(C)CC1	-2%	3.3%
O=C(N/N=C/c1ccc(/C=N/NC(=O)c2cccc(Cl)c2)cc1)c1cccc(Cl)c1	-3%	1.7%
CC1=NNC(=O)C1CC(=O)N/N=C/c1c(O)ccc2ccccc12 (stereo not given)	4%	-2.4%
O=C(O)c1ccc(NC(=O)c2ccc3c(c2)C(=O)N(c2ccc(C(=O)O)cc2)C3=O)cc1	-3%	5.1%
O=C(NN1C(=O)/C(=C/c2ccc(O)cc2)SC1=S)c1ccccc1O	0%	-8.6%

This is a subset; the hit share may differ from the screen's.
